Lipid storage S3 – qHTS Assay for Lipid Storage Modulators in Drosophila S3 Cells | 0.64% of 320,000 active | Potency in µM for hits, for the others lipid storage change, negative = inhibition, % at the top dose, mostly 46.1 µM | Drosophila S3 cells, BODIPY lipid droplet fluorescence, 18-24 h; cells fed with added oleic acid; active means well fitted inhibition curve with a large enough effect in the signal ratio, with a control signal flat, not every such curve was filed as active; inconclusive means small, poorly fitted or top-dose-only effect, or effect the other way, or a change in a side signal; the % refers to the signal ratio
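Drosophila S3 cells got compounds at several concentrations plus oleic acid (400 uM solution). Laser-scanning cytometry with 488 nm excitation read lipid droplets at 500-530 nm and cells at 575-640 nm. Percent activity was relative to 20 uM Triacsin C.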
Lipid storage S3 cell count max – recorded beside Lipid storage S3, whose call it bears; cell number change, %; measured here: cell count max response;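 cells counted by Cell Tracker Red CMTPX staining in the red channel; peak over a dose series mostly up to 46.1 µM; percent activity relative to internal control wells on each plate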
The depositor's hits bear a star; i = inactive; ? = inconclusive; nt = no result given. On the % scale 0 is the no-effect control and ±100 the full control effect; potency means the concentration at half of the fitted maximal effect. Only part of the results is shown; rates above refer to the full screens.

SMILES | Lipid storage S3 | Lipid storage S3 cell count max
CCOC(=O)C1C(=O)N(C(=O)c2ccc(OC)cc2)CC1c1ccccc1 (stereo not given) | ? | nt
CC(=O)Nc1sc2c(c1C(c1cccs1)N1CCOCC1)CCCC2 (stereo not given) | 15% | 9
CCOc1cc(N2CCOCC2)c(OCC)cc1NC(=O)COc1ncnc2ccccc12 | ? | nt
Cc1ccc(OCC(=O)Nc2ccc3oc(=O)ccc3c2)cc1C | ? | nt
c1csc(-c2ncc3ccccn23)c1 | ? | nt
O=C(CN1CCCN(S(=O)(=O)c2ccc(F)cc2)CC1)Nc1cccc(F)c1 | ? | nt
O=C(O)CCCCCCCCc1cn(CC2CCCCC2)nn1 | i | -17
COc1ccc(C)cc1NC(=O)CCS(=O)(=O)c1ccc2c(c1)CCN2C(C)=O | -11% | 2
CN(C)C(=S)Nn1c(-c2ccccc2)nc2ccccc2c1=O | -14% | -7
O=C(CSc1n[nH]c(-c2ccccc2)n1)Nc1ccc(N2CCOCC2)cc1 | ? | nt

Compound profiles (already shown):
`CCOC(=O)C1C(=O)N(C(=O)c2ccc(OC)cc2)CC1c1ccccc1` (stereo not given) in the list: Lipid storage S3: ?; Lipid storage S3 cell count max: nt
`COc1ccc(C)cc1NC(=O)CCS(=O)(=O)c1ccc2c(c1)CCN2C(C)=O` in the list: Lipid storage S3: -11%; Lipid storage S3 cell count max: 2

The list goes on.
SMILES | Lipid storage S3 | Lipid storage S3 cell count max
C=CCn1c(-c2csc(-c3ccc(OC)c(OC)c3)n2)n[nH]c1=S | ? | nt
CC(=O)Nc1ccc(NC(=O)c2ccc(-c3ccc([N+](=O)[O-])cc3)o2)cc1 | 25% | -7
O=C(Cn1cncn1)N/N=C/c1ccc(Cl)cc1 | -6% | -9
CC1CCCN(c2nc(-c3cccnc3)nc3scc(-c4ccccc4)c23)C1 (stereo not given) | ? | nt
Cc1[nH]nc2c1C(CC(C)C)C(C#N)=C(N)O2 (stereo not given) | ? | nt
COc1ccc(N2C(N)=NC(N)=NC2(C)C)cc1 | -15% | 1
COc1ccc(-c2csc(Nc3ccccc3)n2)cc1 | ? | nt
COc1cc(C(=O)NCC(=O)N/N=C/c2cccnc2)cc(OC)c1OC | ? | nt
Cc1ccc(CNC(=O)c2ccccc2NS(C)(=O)=O)cc1 | ? | nt
Cc1c(Br)cccc1NC(=O)c1sccc1-n1cccc1 | ? | nt
COC(=O)c1cc(CN2CCN(c3ccccc3)CC2)ccc1O | ? | nt
CC(NC(=O)c1cccs1)C(=O)NC1=NCCS1 (stereo not given) | 3% | 1
CCOc1cccc2cc(-c3csc(NC(=O)CCC(=O)N4CCC(C)CC4)n3)c(=O)oc12 | 3% | 15
COCCNC(=O)CN(C(=O)CCC(=O)Nc1nccs1)c1ccccc1OC | ? | nt
Cc1noc(C)c1CSc1nnc2ccccn12 | ? | nt
CC(C)(C)c1ccc(C(=O)N2CCN(CCNC(=O)C(=O)Nc3ccc(F)cc3)CC2)cc1 | ? | nt
CN1c2ccccc2-c2nc3ccccc3n2C1c1ccccn1 (stereo not given) | ? | nt
CC(C)N1CC(C(=O)Nc2cc(Cl)cc(Cl)c2)CC1=O (stereo not given) | ? | nt
Cc1nnc(SCc2ccccc2Cl)n(N)c1=O | 1% | 18
COc1ccccc1C(=O)Nc1ccc2nc3n(c(=O)c2c1)CCCC3 | ? | nt
O=C(c1ccc(NS(=O)(=O)c2ccc(F)cc2)cc1)N1CCN(c2ccccc2O)CC1 | i | -14
O=C(CN1C(=O)CSc2ncccc21)Nc1cccc(Cl)c1 | ? | nt
NC(N)=N/N=C/c1ccccc1 | ? | nt
Cc1ccc(C(=O)OCC(=O)Nc2ccccc2C(F)(F)F)cc1S(=O)(=O)N1CCOCC1 | -10% | -4
C#CCOc1ccccc1C(N)=O | ? | nt
CC1(C)Cc2cccc(OCC(=O)OCc3nnc(-c4ccccc4)o3)c2O1 | ? | nt
C/C(=N\NC(=O)COc1cc(C)cc(C)c1)c1ccc(N2CCOCC2)cc1 | -2% | 5
O=C(NCc1ccc2c(c1)OCO2)c1ccc2c(c1)OCCO2 | ? | nt
COC(=O)c1ccccc1NC(=O)c1cnc2sccn2c1=O | 7% | -21
Cc1ccc(C)c(OCc2n[nH]c(=S)o2)c1 | 26% | 13
O=S(=O)(c1ccc2ccccc2c1)N1CCN(S(=O)(=O)N2CCOCC2)CC1 | -7% | 5
O=c1cc(CN2CCN(c3cccc(Cl)c3)CC2)c2cc(O)c(-c3ccccc3)cc2o1 | ? | nt
Cc1n[nH]c(=O)c2c(NC(=O)CSc3c(Cl)cccc3Cl)oc(C)c12 | ? | nt
O=C(CSc1nc2ncc(Cl)cc2[nH]1)c1c[nH]c2ccccc12 | ? | nt
COc1ccc(N(Cc2cc3ccccc3[nH]c2=O)S(=O)(=O)c2ccccc2)cc1 | ? | nt
COc1ccc(NC(=O)Cn2nnc(C(=O)NCc3cccs3)c2N)cc1OC | ? | nt
Cn1c(=O)n(Cc2ccco2)c(=N)c2c3c(sc21)CCCC3 | -9% | -16
O=C(NCc1cccc(Cl)c1)c1ccncc1 | ? | nt
CCC(CC)C(=O)Nc1nnc(S(=O)(=O)N2CCCc3ccccc32)s1 | 20% | -8
CCCCC(=O)NNC(=O)N1c2ccccc2Sc2ccccc21 | -4% | 3

Shown as labelled records: part of the list above.
mol: COc1ccc(N(Cc2cc3ccccc3[nH]c2=O)S(=O)(=O)c2ccccc2)cc1
  Lipid storage S3 = ? | Lipid storage S3 cell count max = nt
mol: COc1ccc(NC(=O)Cn2nnc(C(=O)NCc3cccs3)c2N)cc1OC
  Lipid storage S3 = ? | Lipid storage S3 cell count max = nt
mol: Cn1c(=O)n(Cc2ccco2)c(=N)c2c3c(sc21)CCCC3
  Lipid storage S3 = -9% | Lipid storage S3 cell count max = -16

The listing continues.
SMILES | Lipid storage S3 | Lipid storage S3 cell count max
Cc1ccc2c(=O)oc(N(C)C)nc2c1 | 18% | 19
CC(C)=C1SC(N2CCN(c3ccc(C)c(Cl)c3)CC2)=NC1=O | ? | nt
COC(=O)c1cc2n(n1)CCN(Cc1ccccc1F)C2=O | ? | nt
Cc1ccc(NC(=O)CCC(=O)c2cc(C)sc2C)nc1 | ? | nt
COc1cccc(NC(=O)CCN2CCN(C)CC2)c1 | ? | nt
Cc1ccc(Sc2c(C)[nH]n(C(C)(C)C)c2=O)cc1 | 17% | -8
COc1cccc(NC(=O)CCN2C(=O)c3ccccc3Sc3ncccc32)c1 | ? | nt
CCOC(=O)C1CCN(C(=O)c2ccccc2NC(=O)c2ccc(Br)cc2)CC1 | ? | nt
CC1=C(c2ccccc2)[N+](=O)C2(CCCC2)N1[O-] | ? | nt
COc1cc2c(cc1OC)CN(c1nc(-c3cccnc3)nc3ccccc13)CC2 | 14% | 13
CCc1noc(C)c1C(=O)Nc1nc2ccc(OC)cc2s1 | ? | nt
CCCCCOc1ccc(C(=O)OCC(=O)Nc2cc(C)c(C)cc2[N+](=O)[O-])cc1 | 15% | nt
O=C(NCc1ccc(F)cc1)c1cc2ccccn2n1 | ? | nt
O=C(Nc1nc(-c2cccs2)cs1)c1ccc(Cl)s1 | ? | nt
O=C(O)c1ccccc1Nc1ccc([N+](=O)[O-])cc1C(=O)O | ? | nt
O=C(Nc1ccc(Br)cc1)c1ccc2c(c1)OCO2 | ? | nt
O=C(Nc1nnc(Cc2ccc(Cl)cc2)s1)c1ccncc1 | 17% | -4
CN(Cc1nc(-c2cccnc2)no1)S(=O)(=O)c1ccc2ccccc2c1 | ? | nt
O=C(Nc1ccc(Br)cc1F)c1cccnc1 | ? | nt
COc1ccccc1/C=C/C(=O)OCC(=O)c1cc(C)n(C)c1C | 1.3µM* | -22*

Some of these compounds in order of molar mass, low to high:
SMILES | Lipid storage S3 | Lipid storage S3 cell count max
O=C(Nc1ccc(Br)cc1F)c1cccnc1 | ? | nt
O=C(O)c1ccccc1Nc1ccc([N+](=O)[O-])cc1C(=O)O | ? | nt
O=C(Nc1ccc(Br)cc1)c1ccc2c(c1)OCO2 | ? | nt
CCCCCOc1ccc(C(=O)OCC(=O)Nc2cc(C)c(C)cc2[N+](=O)[O-])cc1 | 15% | nt

Continuation.
SMILES | Lipid storage S3 | Lipid storage S3 cell count max
O=C(NCc1nc(-c2ccccc2)no1)Nc1ccc(F)cc1 | ? | nt
O=C1/C(=C/c2ccc(N3CCOCC3)o2)SC(=Nc2ccccc2)N1CCc1c[nH]c2ccccc12 | ? | nt
Oc1ccc(/C=C/c2cnccn2)cc1 | 5% | -2
CC(C)OC(=O)c1cc(C(=O)c2cc(F)ccc2O)coc1=N | ? | nt
Cc1nn(C(C)(C)C)c(OC(=O)C2CCCC2)c1S(=O)(=O)c1ccccc1 | ? | nt
O=C(O)CNS(=O)(=O)c1ccc2c(c1)Cc1cc(S(=O)(=O)NCC(=O)O)ccc1-2 | ? | nt
CC(Sc1nnc(CC(C)c2ccccc2)n1N)C(N)=O (stereo not given) | ? | nt
Cn1nc(C(=O)Nc2cccc(C(=O)NC3CC3)c2)c2ccccc2c1=O | ? | nt
CC(=O)c1ccc(NC(=O)COC(=O)c2nc(Cl)ccc2Cl)cc1 | ? | nt
Cc1snc(S(=O)(=O)/C(C#N)=N/Nc2ccc(C(F)(F)F)cc2)c1C#N | ? | nt
O=S(=O)(c1ccccc1)c1cnc(-c2cccnc2)nc1-c1ccccc1 | i | nt
CCOc1ccc(OCc2ccc(C(=O)N3CCOCC3)cc2)cc1 | -11% | -12
COc1ccc(Cc2nnc(NC(=O)CSc3ccc(Cl)cc3)s2)cc1OC | -12% | -21
Cc1cccc(C(=O)NNc2ncnc3c2cnn3C)c1 | -6% | 4
CCC(C)c1ccc(NC(=S)NCc2ccccc2OC)cc1 (stereo not given) | -14% | -24
Cc1noc(C)c1S(=O)(=O)N1CCC(C(=O)Nc2ccccn2)CC1 | 1% | 11
CCn1c(=O)c2cc(C(=O)NC(C)C)sc2c2ccccc21 | -2% | 0
S=C1NCN(Cc2ccco2)CN1c1ccccc1 | 12% | 4
CCCCc1c(O)nc(SCCC(=O)O)[nH]c1=O | ? | nt
CCCCN1C(=O)NC(NC(=O)c2ccco2)(C(F)(F)F)C1=O (stereo not given) | -12% | -20
Cc1cc(C)n(NC(=S)NC2CCCCC2)c(=O)c1C#N | -7% | 8
NNC(=O)c1oc2ccccc2c1-n1cccc1 | ? | nt
CC1CCN(c2ccccc2NC(=S)NC(=O)C(C)(C)C)CC1 | ? | nt
CCOCCCn1c(=S)[nH]c2cc(C(=O)N3CCC(C(N)=O)CC3)ccc2c1=O | ? | nt
CC1=C(C)CC(C(=O)Nc2cccc([N+](=O)[O-])c2)C(C(=O)O)C1 (stereo not given) | ? | nt
CC(=O)C1C(c2ccccc2)c2c(n[nH]c2C)CC1(C)O (stereo not given) | 6% | 14
COc1cccc(Oc2ccc3nnc(C(F)(F)F)n3n2)c1 | -1% | -9
CCN(c1cccc(C(F)(F)F)c1)S(=O)(=O)c1ccc2c(c1)CCN2C(C)=O | ? | nt
CC(O)CCc1ccc(O)cc1 (stereo not given) | ? | nt
O=C(O)CCC(=O)N1CCC[C@H]1C(=O)O | 3% | 8
O=C(O)c1ccc(-c2ccc(/C=C3\NC(=O)N(Cc4ccc(Cl)cc4)C3=O)o2)cc1 | 12% | -1
COCCN(C(=O)Nc1ccc(OC)cc1OC)C1CCN(C(C)=O)CC1 | ? | nt
CCOc1ccc(S(=O)(=O)NCC(=O)NC2CCCCC2)cc1 | ? | nt
Cc1ccc(C(=O)COc2cc(C)nc3nncn23)cc1 | -5% | 13
O=C(c1noc2c1CCCC2)N1CCCC(N2CCN(c3ccccc3F)CC2)C1 (stereo not given) | i | -2
Cn1c(Cl)nc2c1c(=O)n(Cc1cccc(Br)c1)c(=O)n2C | ? | nt
Cc1ccc(-c2ccc([C@H]3[C@@H]4C=CCC[C@@]4(C)C(=O)N3Cc3ccccc3)c(F)c2)cc1 | -3% | 5
COC(=O)c1cc(OC)c(OC)cc1-n1cnc2cc(OC)c(OC)cc2c1=O | ? | nt
Cc1ccc(SCC(=O)N=C2NC(=O)CS2)cc1 | ? | nt
CC1CC(C)CN(C(=O)c2ccc(S(=O)(=O)N3CC(C)CC(C)C3)cc2)C1 (stereo not given) | 6% | -2
O=C(NCc1ccco1)c1cc(-c2ccc3c(c2)OCO3)on1 | ? | nt
CC(=O)N1CCN(S(=O)(=O)c2cccc(C(=O)NNC(=O)COc3ccc(Cl)cc3C)c2)CC1 | ? | nt
COC(=O)c1c(NC(=O)CCS(=O)(=O)c2ccccc2)sc2c1CCN(C)C2 | ? | nt
O=C(NC(=S)Nc1ccc(Cl)cn1)C(c1ccccc1)c1ccccc1 | ? | nt
COC(=O)Cn1c(=O)oc2ccc(C)cc21 | -1% | 20
Fc1ccc(Nc2nc(Oc3ccccc3F)nc(N3CCCC3)n2)cc1 | i | -13
CCOC(=O)[C@H]1[C@H]2COc3cc(OC)ccc3[C@@H]2N2C(=O)CN(Cc3ccc(C)cc3)C(=O)[C@@]12C | ? | nt
COc1ccc(-c2ccc(=O)n(Cc3cccc(Cl)c3)n2)cc1 | -7% | -16
CCOC(=O)c1sc(N(Cc2ccccc2)C(=O)COC(=O)c2ccc(O)cc2)nc1C | i | nt
CCC(=O)N1CCc2cc(S(=O)(=O)N3CCN(c4ccccc4Cl)CC3)ccc21 | ? | nt
O=S(=O)(c1cc(C(F)(F)F)ccc1Cl)N1CCN(c2ccccn2)CC1 | ? | nt
COc1cc(C(=O)N(C)C2CCCCC2)ccc1OC1CCN(C(C)=O)CC1 | i | -7
COc1ccc(C)cc1-n1c(N)c(C#N)c(C#N)c1-c1ccc(OC)c(OC)c1OC | ? | nt

From PubChem
